Source: PubChem BioAssay
HP1b binding inh: inhibitors of HP1-beta chromodomain binding to methylated histone tails | AID 540317 | AlphaScreen HP1-beta / biotin-H3K9me3 peptide binding | P83916 | 0.56% of 390,000 active | Potency, µM (series often up to 114 µM), inactives show at the highest dose activity change, negative = inhibition, most hits filed as inhibitors; also: potency is read from the fitted curve at half-maximal effect; nearly all actives have a fitted effect of over 70% in size; inactives centre near 23
Target sequence (P83916 whole entry, looked up): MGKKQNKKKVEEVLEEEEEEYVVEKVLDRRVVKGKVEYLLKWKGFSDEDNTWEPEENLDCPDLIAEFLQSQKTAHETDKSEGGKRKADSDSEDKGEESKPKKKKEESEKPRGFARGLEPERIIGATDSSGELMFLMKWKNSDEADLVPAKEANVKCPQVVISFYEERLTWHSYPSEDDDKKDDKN
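Compound inhibition of the preformed complex between 50 nM HP1-beta and 50 nM biotinylated H3K9me3 peptide was read by AlphaScreen. Buffer was PBS pH 7.4 with 0.01% Tween-20. Incubations ran 30 min at room temperature, with 10 ug/mL donor/acceptor beads.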
TrxR1 substrate: is turned over as a substrate by rat TrxR1. Potency, µM (series often up to 114 µM), without a hit: top-dose activity change, negative = substrate turnover. 0.01% of 390,000 active. purified TrxR1 substrate turnover, NADPH consumption readout. O89049; also: potency is read from the fitted curve at half-maximal effect; % is scaled to controls: 0 for no effect and ±100 for the full control effect; nearly all actives have a fitted effect of over 50% in size
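Rat TrxR1, dispensed at 90 nM, was prereduced with 400 uM NADPH (final) for 5 min at ~22 deg C, then incubated with compound 15 min before 400 uM selenite. A first-read NADPH fluorescence drop versus no-compound background flagged substrates.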
USP1 inh: blocks the human USP1/UAF1 deubiquitinase complex; recombinant USP1/UAF1, Ub-Rhodamine cleavage fluorescence; Potency, µM (series often up to 57.1 µM), without a hit: at the highest dose activity change, negative = inhibition, hits mostly inhibitors; 0.23% of 390,000 active; AID 743255; also: potency is read from the fitted curve at half-maximal effect; % is scaled to controls: 0 for no effect and ±100 for the full control effect; nearly all actives have a fitted effect of over 60% in size; inactives centre near -12
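High-throughput fluorogenic screen: 1nM USP1/UAF1 complex, Ub-Rho substrate 150nM final, 50mM HEPES pH 7.8 with 0.5mM EDTA, 0.1 mg/ml BSA, 1mM TCEP and 0.01% Tween-20.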
PI4K2A inh: inhibitors of human PI4K2A | 0.13% of 420,000 active | activity change, negative = inhibition, % at 76.9 µM | purified PI4K2A, ADP-Glo luminescence, 1 h; stronger effect = lower value; in the data active = activity change below about -50%; inconclusive = mostly about -30% to -49%;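 also: -100% = wells without enzyme as full effect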
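ADP-Glo luminescence measured ADP generated by PI4K2A enzyme (4 ug/mL before mixing) with 1.2 mM PI substrate (pre-mix) and 300 microM ATP (pre-mix). Tris pH7.5 buffer with MgCl2, Triton X-100; 1 h reaction at ambient temperature.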
Pin1 inh: blocks the human prolyl isomerase Pin1; Pin1 FP peptide displacement, HiFluor488, 10 min; 0.009% of 390,000 active; AID 504891; Potency, µM (top dose mostly 115 µM), for the others: top-dose activity, negative = inhibition, usual class: inhibitors; active = well fitted inhibition curve with a large enough effect in the polarisation, with a control signal flat, not every such curve was filed as active; inconclusive = small, poorly fitted or top-dose-only effect, or effect the other way, or a change in a side signal; inactive = no such curve, though single readings can be large or run the other way; the % refers to the polarisation; also: potency is read from the fitted curve at half-maximal effect; % is scaled to controls: 0 for no effect and ±100 for the full control effect
Target sequence (Q13526 whole entry, looked up): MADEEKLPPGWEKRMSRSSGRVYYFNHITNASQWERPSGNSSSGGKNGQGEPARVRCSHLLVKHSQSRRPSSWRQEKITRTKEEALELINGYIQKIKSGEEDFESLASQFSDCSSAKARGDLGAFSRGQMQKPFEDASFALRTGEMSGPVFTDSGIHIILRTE
rTrxR1 inhibitor: blocks rat thioredoxin reductase 1 | Potency, µM (top dose mostly 114 µM), inactives show at the highest dose activity change, negative = inhibition, most hits filed as inhibitors | O89049 | 1% of 390,000 active | recombinant rTrxR1, NADPH fluorescence consumption, selenite substrate; also: potency is read from the fitted curve at half-maximal effect; % is scaled to controls: 0 for no effect and ±100 for the full control effect; nearly all actives have a fitted effect of over 65% in size
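Rat TrxR1 (90 nM in the dispensed reagent) was pre-reduced with 400 uM NADPH for 5 min at room temperature, then incubated with compound for 15 min. After 400 uM selenite was added, NADPH fluorescence (Ex 340/Em 450 nm) was followed for 8 min.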
Tb PGK inh: inhibitors of T. brucei phosphoglycerate kinase; PGK/GAPDH coupled, Kinase-Glo luminescence, 60 min; Potency, µM (highest dose often 57.5 µM), for inactives: top-dose activity change, negative = inhibition, actives largely listed as inhibitors; 0.043% of 380,000 active; AID 602233; also: potency is read from the fitted curve at half-maximal effect; % is scaled to controls: 0 for no effect and ±100 for the full control effect; nearly all actives have a fitted effect of over 60% in size
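Recombinant glycosomal PGK reaction used 1,3-bisphosphoglycerate generated in-well by GAPDH (100nM final) in 100mM TEA pH 7.6, 5mM MgCl2, 0.01% Tween-20. After 60 minutes at room temperature, ATP was read by Kinase-Glo Plus luminescence end-point.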
GLS inhibitor: glutaminase GLS (human) inhibition | Potency, µM (titrated, usually from 45.5 µM), for the others: at the highest dose activity change, negative = inhibition, usual class: inhibitors | 0.21% of 410,000 active | O94925 | AID 624170 | GLS enzymatic activity, qHTS titration; also: potency is read from the fitted curve at half-maximal effect; % is scaled to controls: 0 for no effect and ±100 for the full control effect
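Two-point fluorescence kinetic (t0, 30 min RT) for hKGA; glutamate detected via glutamate oxidase–HRP–Amplex Red. Substrate: 1 mM L-glutamine solution; buffer 45 mM KH2PO4, pH 8.2.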
mIDH1 inhibitor: human IDH1 R132H inhibition. O75874. 0.093% of 390,000 active. AID 602179. IDH1-R132H enzyme, NADPH consumption, diaphorase/resazurin fluorescence. Potency, µM (doses to about 76.6 µM), inactives show top-dose activity change, negative = inhibition, usual class: inhibitors; also: potency is read from the fitted curve at half-maximal effect; % is scaled to controls: 0 for no effect and ±100 for the full control effect; nearly all actives have a fitted effect of over 65% in size
Target sequence (O75874 whole entry R132H, stated change not applied): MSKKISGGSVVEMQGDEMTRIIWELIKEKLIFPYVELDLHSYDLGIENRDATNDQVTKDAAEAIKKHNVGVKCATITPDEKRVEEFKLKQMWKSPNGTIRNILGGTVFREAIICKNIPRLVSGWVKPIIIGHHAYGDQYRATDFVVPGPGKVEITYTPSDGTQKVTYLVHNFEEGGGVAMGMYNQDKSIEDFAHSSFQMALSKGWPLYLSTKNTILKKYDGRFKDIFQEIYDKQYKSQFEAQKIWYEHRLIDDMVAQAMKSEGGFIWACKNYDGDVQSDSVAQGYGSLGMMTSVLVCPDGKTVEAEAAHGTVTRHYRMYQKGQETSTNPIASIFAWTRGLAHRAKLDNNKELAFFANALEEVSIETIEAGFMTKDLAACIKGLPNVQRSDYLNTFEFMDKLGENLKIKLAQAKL
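IDH1-R132H (0.5 ug/mL dispensed) in pH 7.5 Tris buffer was preincubated 30 min with compound, then given a substrate mix of 0.016 mM NADPH and 2 mM alpha-KG for 80 min at room temperature; remaining NADPH was read by diaphorase/resazurin fluorescence.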
* hit, by the source's call; i = inactive; ? = inconclusive; . = no result given; [ ] = dose if it differs, or a comment. Unless noted, calls follow the shape of the dose curve; as a rule, active = well fitted curve in the direction sought with a large enough effect; inconclusive = small, poorly fitted or top-dose-only effect, or another doubt; inactive = no such curve, though single readings can be large; an effect the other way counts as inactive or inconclusive. This is a subset; rates above refer to the full screens.

Screens in order – TrxR1 substrate	HP1b binding inh	rTrxR1 inhibitor	Pin1 inh	mIDH1 inhibitor	USP1 inh	PI4K2A inh	Tb PGK inh	GLS inhibitor
> COC(=O)C1=C(C)N=C2SC(C#N)=C(N)N2C1c1ccc(OCc2ccccc2)cc1 (centres undefined)
  -5%	-6%	-3%	20%	-17%	-25%	-8	-8%	-1%
> O=C(OCn1nnc2ccccc2c1=O)c1ccc(S(=O)(=O)N2CCOCC2)cc1
  2%	42%[activator]	3%	2%	3%	4%	4	4%	6%
> COc1cccc(NC(=O)CCC(=O)N2CC(C)Oc3ccc(C)cc32)c1 (centres undefined)
  -3%[57.1 µM]	34%	7%[57.1 µM]	1%	-3%	-7%	0	-2%	-3%
> COc1ccc(C(=O)CCNc2ccc(F)cc2)cc1
  4%[57.1 µM]	0%	-4%[57.1 µM]	-12%	5%	5%	2	-4%	0%
> COCCCNC(=O)c1ccc(Cn2c(=O)c3ccccc3n(CC(=O)NCCc3ccc(OC)c(OC)c3)c2=O)cc1
  33%[activator]	-18%	31%[activator]	-9%	14%	-3%	-10	-3%	5%
> Cn1c(COc2ccccc2)nnc1SCc1cc(=O)[nH]c2ccccc12
  -7%	25%	3%[57.1 µM]	4%	5%	-12%	0	-6%	0%
> COCCNC(=O)CN1C(=O)c2cccnc2Sc2ccccc21
  -1%[57.1 µM]	6%	7%[57.1 µM]	3%	26%	-14%	-1	i	6%
> O=C(COc1ccc(F)cc1)N(Cc1ccc(Cl)cc1)C1CCS(=O)(=O)C1 (centres undefined)
  -9%	47%[activator]	-11%	-2%	6%	-13%	-2	11%	2%
> C/C(=N\NC(=O)c1ccc(=O)[nH]n1)c1cccnc1
  -5%	29%	2%	1%	5%	0%	1	i	10%
> C/C(CC(=O)NCc1ccco1)=N\NC(=O)c1ccc(Cl)cc1Cl
  -4%	13%	-9%	-9%	-7%	-9%	-11	0%	15%
> CCn1cc(C(=O)NCCc2ccc(OC)c(OC)c2)c(=O)c2cc(S(=O)(=O)N3CCC(C)CC3)ccc21
  0%	28%	21%	8%	4%	-26%	5	-9%	-10%
> CCN(CC)C(=O)CN(C#N)c1nc(OC)nc(N(C)C)n1
  6%[57.1 µM]	9%	3%[57.1 µM]	-1%	?	-5%	2	-4%	-2%
> COc1cc2[nH]c(=O)n(CCC(=O)N3CCc4ccccc4C3)c(=O)c2cc1OC
  15%[57.1 µM]	20%	0%[57.1 µM]	?	3%	-6%	-1	2%	5%
> C=CCN1C(=O)C2(OCCO2)c2cc(C)ccc21
  -3%	50%[activator]	5%	4%	9%	-22%	9	i	-5%
> Cc1ccc(NC(=O)c2cccc(S(C)(=O)=O)c2)cc1
  3%[57.1 µM]	30%[activator]	23%[57.1 µM]	8%	1%	1%	-4	i	1%
> CN(C)c1ccc(C2OC(=O)C3(CCCC3)C(=O)C2(C)C)cc1 (centres undefined)
  -5%	8%	-6%	0%	7%	-9%	1	-3%	4%
> C=CCOc1c2ccc(C(=O)NCc3ccc(OC)cc3)cc2nn1C
  21%	17%	5%	1%	12%	-10%	-1	1%	0%
> Cc1cccc(-n2ncc3c2CCCC3NC(=O)CN2CCOC2=O)c1C (centres undefined)
  1%	29%	4%	-3%	-2%	-23%	9	-2%	-1%
> CCOc1cc2c(cc1C(C)(C)C)NC(=O)CS2
  -1%	32%	13%[57.1 µM]	-5%	13%	-22%	-1	-16%	-9%
> N#Cc1c(-c2ccc(Cl)cc2Cl)nc2n(c1=O)CCS2
  13%[57.1 µM]	28%	10%[57.1 µM]	26%	3%	-7%	-5	-10%	6%
> CN(C)C(=O)c1ccc(-c2nnc(OCc3nc4ccccc4n3C)c3ccccc23)cc1
  10%	14%	32%	-1%	0%	?	7	-8%	-3%
> CCOC(=O)c1sc(N(C)C(C)=O)nc1C
  -2%	12%	-13%	0%	-2%	2%	-2	-7%	1%
> C/C(=N\NC(N)=S)c1cccnc1
  -2%	47%[activator]	3%	-18%	-6%	-3%	-16	-8%	22%
> COC(=O)CN1C(=O)[C@H]2[C@@H](c3ccc(C)o3)N3C(=O)CN(CC4CC4)C(=O)[C@@]3(Cc3ccccc3)[C@H]2C1=O
  -5%	41%[activator]	4%	3%	-7%	25%	-1	1%	12%
> COc1ccc(OC)c(C(=O)c2coc3ccc(O)c(CN4CCOCC4)c23)c1
  4%[57.1 µM]	10%	6%[57.1 µM]	1%	5%	-19%	0	-4%	11%
> COc1ccc(NC(=O)CCSc2cc(C)c3ccccc3n2)cc1
  -1%	40%[activator]	-12%	3%	1%	3%	-4	8%	3%
> Cc1cc(C=O)c(C)n1-c1cc(C(=O)O)cc(C(=O)O)c1
  4%	25µM*	5%	-18%	10%	12%	-5	10µM*	18µM*
> Cc1[nH]c2ccc(C(=O)NCCc3ccccc3Cl)cc2c1C
  10%[57.1 µM]	-6%	19%[57.1 µM]	-5%	6%	-27%	1	-3%	2%
> Cc1nn(-c2ccccc2)c(Cl)c1/C=N/NC(=O)c1[nH]ncc1Br
  -2%	31%	16%	76%[activator]	-15%	-14%	?	-21%	-1%
> COCCNC(=O)CN1C(=O)NC2(CCCCCC2)C1=O
  3%	20%	32%	0%	2%	-15%	0	-5%	-2%
> OC1(c2ccc(OC(F)F)cc2)CSC(=Nc2cccnc2)N1Cc1ccco1 (centres undefined)
  -4%	12%	6%	2%	0%	-21%	0	-7%	-6%
> O=C(Nc1ccc(S(=O)(=O)N2CCc3ccccc3C2)cc1)c1ccccc1
  8%	25%	21%	5%	9%	-17%	7	i	-4%
> COc1ccccc1NC(=S)NCC1CCCCC1
  0%	-1%	-5%	7%	-6%	-10%	-1	.	5%
> COC(=O)Cc1[nH]n(-c2nc3ccccc3s2)c(=O)c1C(C)=Nc1ccc(Cl)cc1
  1%	7%	16%	-15%	3%	-26%	?	-5%	10%
> Cc1ccc(CNC(=O)C2CCCN(S(=O)(=O)c3cnc[nH]3)C2)cc1 (centres undefined)
  -5%	51%[activator]	-2%	9%	-1%	1%	4	4%	4%
> Cc1ccc2c(c1)NC(=O)C(CC(=O)NCCCN1CCN(c3cc(Cl)ccc3C)CC1)O2 (centres undefined)
  3%	21%	-1%	-1%	9%	-26%	-3	-7%	3%
> Cc1cc(C)nc(NC(=O)c2ccc(Br)s2)n1
  -2%	40%[activator]	7%	-6%	0%	4%	1	1%	11%
> Cc1ccc(CONC(=O)c2ccccc2)cc1
  5%	27%	9%	-6%	-2%	-9%	-7	-9%	2%
> CCCC(=O)NC(Nc1ccc(S(=O)(=O)Nc2cc(C)on2)cc1)(C(=O)OCC)C(F)(F)F (centres undefined)
  5%	23%	9%	1%	2%	-10%	9	9%	-6%
> Cc1cccc(NC(=O)CSc2nc3ccc(NC(=O)COc4ccccc4F)cc3s2)c1
  2%	79%[activator]	17%	60%[activator]	8%	-25%	3	i	3%
> CCOC(=O)c1ccc(NC(=S)NCCCN2CCN(C3CCCCC3)CC2)cc1
  -3%	17%	18%[0.0914 µM]	14%	6%	-12%	2	-4%	-1%
> N#CCC(=O)Nc1ccc(C(=O)NNC(=S)NC2CCCCC2)cc1
  16%[57.1 µM]	1%	26%[57.1 µM]	-5%	3%	-6%	-2	-8%	18µM*
> N/C(=N\OC(=O)c1ccccc1Cl)c1cccnc1
  -7%	31%	-4%	-10%	4%	-21%	-3	-6%	3%

Reprinted at random: 7 entries already listed.
Screens in order – TrxR1 substrate	HP1b binding inh	rTrxR1 inhibitor	Pin1 inh	mIDH1 inhibitor	USP1 inh	PI4K2A inh	Tb PGK inh	GLS inhibitor
> COc1ccc(NC(=O)CCSc2cc(C)c3ccccc3n2)cc1
  -1%	40%[activator]	-12%	3%	1%	3%	-4	8%	3%
> COCCNC(=O)CN1C(=O)NC2(CCCCCC2)C1=O
  3%	20%	32%	0%	2%	-15%	0	-5%	-2%
> COC(=O)C1=C(C)N=C2SC(C#N)=C(N)N2C1c1ccc(OCc2ccccc2)cc1 (centres undefined)
  -5%	-6%	-3%	20%	-17%	-25%	-8	-8%	-1%
> CN(C)c1ccc(C2OC(=O)C3(CCCC3)C(=O)C2(C)C)cc1 (centres undefined)
  -5%	8%	-6%	0%	7%	-9%	1	-3%	4%
> Cc1cccc(NC(=O)CSc2nc3ccc(NC(=O)COc4ccccc4F)cc3s2)c1
  2%	79%[activator]	17%	60%[activator]	8%	-25%	3	i	3%
> Cc1ccc(CONC(=O)c2ccccc2)cc1
  5%	27%	9%	-6%	-2%	-9%	-7	-9%	2%
> Cc1ccc2c(c1)NC(=O)C(CC(=O)NCCCN1CCN(c3cc(Cl)ccc3C)CC1)O2 (centres undefined)
  3%	21%	-1%	-1%	9%	-26%	-3	-7%	3%
